PTHR1 ag = agonists of human PTHR1 parathyroid hormone receptor. AID 743266. hit rate 0.075% among 410,000. Potency, µM (series often up to 115 µM), for the others: top-dose activation, most hits filed as activators. HEK293 GP2 PTHR1 cells, GloSensor cAMP luminescence, 1 h; also: potency is read from the fitted curve at half-maximal effect; nearly all actives have a fitted effect of over 55% in size; some results filed as inactive show a strong effect at the top dose; inactives centre near -15; many of its hits are not listed in these tables
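HEK-293-derived GP2 cells expressing PTHR1 and a GloSensor cAMP reporter, 3,000/well, plated overnight, given luciferin plus IBMX (each 0.5 mM as added) for 1 h at 37 °C, then compound for 1 h at 37 °C. Luminescence was read after 15 min at room temperature.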
EPAC2 ag = EPAC2 (human) agonism; Potency, µM (titrated, usually from 154 µM), for inactives: at the top dose activation, actives largely listed as activators; hit rate 0.079% among 360,000; EPAC2 activation, biochemical qHTS; response scale: 100% = 6.5 mM cAMP response; AID 720711; Q8WZA2; also: potency is read from the fitted curve at half-maximal effect; nearly all actives have a fitted effect of over 50% in size
Target sequence (Q8WZA2 whole entry, looked up): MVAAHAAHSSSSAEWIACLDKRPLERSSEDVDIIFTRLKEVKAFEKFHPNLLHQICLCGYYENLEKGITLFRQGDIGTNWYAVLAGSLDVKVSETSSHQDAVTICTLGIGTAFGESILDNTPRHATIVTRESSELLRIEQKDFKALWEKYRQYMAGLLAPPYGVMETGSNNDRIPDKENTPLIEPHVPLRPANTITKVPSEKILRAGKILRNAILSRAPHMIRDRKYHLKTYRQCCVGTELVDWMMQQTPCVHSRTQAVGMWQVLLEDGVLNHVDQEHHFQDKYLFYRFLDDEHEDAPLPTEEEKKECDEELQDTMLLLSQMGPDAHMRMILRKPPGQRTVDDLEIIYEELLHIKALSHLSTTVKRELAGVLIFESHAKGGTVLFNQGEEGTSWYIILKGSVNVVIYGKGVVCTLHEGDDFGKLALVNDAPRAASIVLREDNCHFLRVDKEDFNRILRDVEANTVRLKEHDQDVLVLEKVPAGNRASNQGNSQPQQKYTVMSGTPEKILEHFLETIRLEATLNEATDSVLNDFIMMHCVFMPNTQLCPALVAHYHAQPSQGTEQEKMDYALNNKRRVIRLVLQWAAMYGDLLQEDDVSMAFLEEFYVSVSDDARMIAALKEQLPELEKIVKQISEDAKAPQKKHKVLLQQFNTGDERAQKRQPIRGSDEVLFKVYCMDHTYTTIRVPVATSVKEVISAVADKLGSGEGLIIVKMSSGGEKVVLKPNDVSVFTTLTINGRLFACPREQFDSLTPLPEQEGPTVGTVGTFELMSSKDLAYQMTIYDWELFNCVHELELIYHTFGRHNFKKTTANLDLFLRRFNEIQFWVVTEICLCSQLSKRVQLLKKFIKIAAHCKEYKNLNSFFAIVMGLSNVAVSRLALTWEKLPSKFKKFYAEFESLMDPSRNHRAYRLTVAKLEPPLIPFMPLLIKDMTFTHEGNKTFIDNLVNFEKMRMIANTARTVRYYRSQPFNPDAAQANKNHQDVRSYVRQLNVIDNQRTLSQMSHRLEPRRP
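In this primary screen, activation is scored as increased exchange of BODIPY-GDP from Rap1B by 100 nM EPAC2, with 50 uM GDP as competitor. Signal is normalized to the 6.5 mM cAMP agonist control.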
Akt phos inh = inhibitors of Akt phosphorylation | hit rate 0.32% among 360,000 | activity change, % for hits at 50 µM | AID 651550 | Neuro2A IGF-stimulated pAkt S473 HTRF, 20 min; stronger effect = lower value; in the data active = activity change below about -80%; inconclusive = mostly about -51% to -80%; also: % is scaled to controls: 0 for no effect and ±100 for the full control effect
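Neuro2A cells (4,500/well, DMEM with 0.5% FBS) were treated with compound at a single 50 µM final concentration, stimulated with 6 nM IGF for 20 min at 37 °C, and lysed. Phospho-Akt Ser473 was read by HTRF as 665/615 ratio ×10^4.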
D3 antag = blocks the human D3 dopamine receptor | hit rate 2.5% among 360,000 | max response, negative = inhibition, % | AID 652054 | D3R cells, DiscoveRx beta-arrestin luminescence, antagonist mode; stronger effect = lower value | P35462; in the data active = max response below about -50%; inconclusive = no clear call, values can overlap the other calls; also: % is scaled to controls: 0 for no effect and ±100 for the full control effect; mostly tested at two doses, the higher about 12 µM
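Cells plated overnight at 1500 cells/well, then exposed to library compounds with dopamine controls for 90 minutes at 37 degrees C. DiscoveRx reagent added for 30–60 minutes at room temperature; luminescence read, quantitative HTS format.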
CCT chaperon mod = modulators of cytosolic chaperonin (CCT/TRiC) activity; purified chaperonin ATPase assay, HTRF ADP detection, 30 min; activity change, % (no concentration beside the values), hits read low; hit rate 0.3% among 360,000; in the data active = activity change below about -30%; also: % is scaled to controls: 0 for no effect and ±100 for the full control effect
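We incubate TRiC, 40 or 20 nM final, with library compounds at 76 uM and 10 uM ATP for 30 min at 37 °C. ADP formed is detected with Transcreener HTRF reagents after 30 min at room temperature.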
EPAC2 antag = blocks human EPAC2 exchange factor. EPAC2 GEF exchange of Rap1B-BODIPY-GDP, fluorescence. hit rate 0.18% among 360,000. Potency, µM (top dose mostly 114 µM), for inactives: at the highest dose activity, negative = inhibition, actives largely listed as inhibitors. AID 720708; also: potency is read from the fitted curve at half-maximal effect; % is scaled to controls: 0 for no effect and ±100 for the full control effect; nearly all actives have a fitted effect of over 45% in size; many of its hits are not listed in these tables
D3 ag = activates the human D3 dopamine receptor | P35462 | D3R DiscoveRx beta-arrestin cells, luminescence, 90 min | max activation, % | hit rate 0.58% among 410,000; in the data active = max activation above about 30%; also: 0% is about no effect; mostly tested at two doses, the higher about 12 µM
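Agonist mode: compounds and dopamine controls were applied to plated cells for 90 min at 37 degrees C after an overnight attachment at 1500 cells/well. Luminescent read-out followed 30 - 60 minutes at room temperature with DiscoveRx detection reagent.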
MmCpn inh = blocks the Methanococcus maripaludis chaperonin Mm-Cpn; purified Mm-Cpn ATPase, ADP Transcreener TR-FRET; Potency, µM (series often up to 76.9 µM), without a hit: at the top dose activity, negative = inhibition, actives largely listed as inhibitors; hit rate 0.031% among 330,000; AID 504842; also: potency is read from the fitted curve at half-maximal effect; % is scaled to controls: 0 for no effect and ±100 for the full control effect; nearly all actives have a fitted effect of over 80% in size
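ATPase read-out: TR-FRET ADP immunoassay (anti-ADP Eu cryptate vs ADP-d2), ex 320 nm, em 590/665 nm; signal drops as ADP forms. Enzyme 25 nM, ATP 10 uM, 30 min at 37°C after 10 min compound preincubation.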
The depositor's hits bear a star; [ ] = remark or other dose. Unless noted, calls follow the shape of the dose curve; as a rule, active = well fitted curve in the direction sought with a large enough effect; inconclusive = small, poorly fitted or top-dose-only effect, or another doubt; inactive = no such curve, though single readings can be large; an effect the other way counts as inactive or inconclusive. This is a subset, so the mix of outcomes need not match the whole.

CCC(CC)C(C(=O)NCc1ccccc1)N1CCN(CCN2CCOCC2)CC1 (stereo not drawn) was read as PTHR1 ag -28%, EPAC2 ag 1%, Akt phos inh inactive, D3 antag 11, EPAC2 antag -16% and D3 ag -5.
`Cc1nc2ccccc2c(=O)n1/N=C/c1c(O)ccc2ccccc12` gave PTHR1 ag -16%, EPAC2 ag 6%, Akt phos inh inactive, D3 antag 31, CCT chaperon mod -3.7, EPAC2 antag 0%, D3 ag 9 and MmCpn inh 1%.
For C/C(CC(=O)Nc1ccc2c(c1)OCCO2)=N\NC(=O)c1cccc(O)c1 the results were PTHR1 ag inactive, EPAC2 ag 3%, Akt phos inh inactive, D3 antag -5, CCT chaperon mod -0.2, EPAC2 antag 4%, D3 ag -13 and MmCpn inh 1%.
CN(C)S(=O)(=O)c1cccc(-c2nnc3n2CCCCC3)c1 was read as PTHR1 ag inactive, EPAC2 ag 13%, Akt phos inh inactive, D3 antag -2, CCT chaperon mod -0.4, EPAC2 antag 6%, D3 ag 2 and MmCpn inh -6%.
For Cc1ccc(/C=C/C(=O)NCc2cccs2)c(C)c1 the results were PTHR1 ag -32%[inhibitor], EPAC2 ag -1%, Akt phos inh inactive, D3 antag 0, CCT chaperon mod 1.2, EPAC2 antag 8%, D3 ag -7 and MmCpn inh 2%.
`CC(=O)c1cccc(OCc2cc(C(=O)N(C)Cc3ccc(C)o3)no2)c1` gave PTHR1 ag -59%[inhibitor], EPAC2 ag 12%, Akt phos inh inactive, D3 antag 2, CCT chaperon mod -0.9, EPAC2 antag -2%, D3 ag 19 and MmCpn inh 1%.
Screening CN(C)c1ccc(NC(=O)CSc2nnc(-c3cccs3)n2Cc2ccco2)cc1 returned PTHR1 ag inactive, EPAC2 ag 5%, D3 antag -14, CCT chaperon mod 0.4, EPAC2 antag -2%, D3 ag 6 and MmCpn inh -5%.
For CC(=O)Nc1ccc(-c2csc(Nc3cc(C)ccn3)n2)cc1 the results were PTHR1 ag -39%[inhibitor], EPAC2 ag 8%, Akt phos inh inactive, D3 antag -8, CCT chaperon mod 0.1, EPAC2 antag -3%, D3 ag -2 and MmCpn inh -1%.
For COc1ccc(OCCCC(=O)NCCc2nc3ccccc3[nH]2)cc1 the results were PTHR1 ag -33%[inhibitor], EPAC2 ag 8%, Akt phos inh inactive, D3 antag 13, CCT chaperon mod 2.3, EPAC2 antag -9%, D3 ag -1 and MmCpn inh -1%.
COc1ccc2nc(SC)cc(C)c2c1 was read as PTHR1 ag inactive, EPAC2 ag 7%, Akt phos inh inactive, D3 antag 8, CCT chaperon mod -1.0, EPAC2 antag -1%, D3 ag -11 and MmCpn inh -3%.
`CN1/C(=C\C(=O)CSc2nnc(NCc3ccccc3)s2)C(C)(C)c2ccccc21` gave PTHR1 ag -37%, EPAC2 ag 5%, Akt phos inh inactive, D3 antag 6, CCT chaperon mod -1.7, EPAC2 antag -1%, D3 ag 5 and MmCpn inh inconclusive.
COc1ccc(CN(C)C(=O)C(Cc2ccccc2)NC(=O)c2ccccc2)c(OC)c1 (stereo not drawn) was read as PTHR1 ag -14%, EPAC2 ag 17%, Akt phos inh inactive, D3 antag 20, CCT chaperon mod 0.4, EPAC2 antag -13%, D3 ag -12 and MmCpn inh 0%.
Screening Cc1cc(C)nc(SCc2nc(N)nc(-c3ccccc3O)n2)n1 returned PTHR1 ag -29%, EPAC2 ag -3%, Akt phos inh inactive, D3 antag 14, CCT chaperon mod -4.4, EPAC2 antag 0%, D3 ag 8 and MmCpn inh -4%.
`Cc1ccc(-n2c(=O)c3cc4c(=O)n(-c5ccc(C)c(C)c5)c(=O)c4c(C(=O)c4ccc(C(=O)O)cc4)c3c2=O)cc1C` gave PTHR1 ag inactive, EPAC2 ag 4%, Akt phos inh inactive, D3 antag -1, CCT chaperon mod -2.7, EPAC2 antag -4%, D3 ag -5 and MmCpn inh 0%.
For Cc1ccc(C(=O)Nc2ccc(S(=O)(=O)NC3=NCCCCC3)cc2)c(C)c1 the results were PTHR1 ag inactive, EPAC2 ag -7%, Akt phos inh inactive, D3 antag 54, CCT chaperon mod -0.3, EPAC2 antag 4%, D3 ag 6 and MmCpn inh inconclusive.
For O=C(c1ccco1)N1CCN(C(=S)NC2CC3CCC2C3)CC1 (stereo not drawn) the results were PTHR1 ag -6%, EPAC2 ag -3%, Akt phos inh inactive, D3 antag -8, CCT chaperon mod -1.1, EPAC2 antag 15%, D3 ag -1 and MmCpn inh 0%.
For COc1ccccc1NC(=O)C1CCCN1C(=O)Nc1ccc(F)cc1 (stereo not drawn) the results were PTHR1 ag inactive, EPAC2 ag 8%, Akt phos inh inactive, D3 antag 14, CCT chaperon mod 0.4, EPAC2 antag -2%, D3 ag -2 and MmCpn inh 2%.
Nc1nc2ccccc2n1S(=O)(=O)c1ccccc1 was read as PTHR1 ag -25%, EPAC2 ag 0%, Akt phos inh inactive, D3 antag -13, CCT chaperon mod -2.3, EPAC2 antag -5% and D3 ag -10.
O=C(OCC(=O)N1CCCC1)c1ccc(O)cc1 was read as PTHR1 ag -6%, EPAC2 ag -4%, Akt phos inh inactive, D3 antag 10, CCT chaperon mod 1.5, EPAC2 antag -10%, D3 ag -3 and MmCpn inh 0%.
O=C(Nc1ccc(-c2csc(Nc3ccc(Cl)cc3)n2)cc1)c1ccccc1 was read as PTHR1 ag inactive, EPAC2 ag 5%, Akt phos inh inactive, D3 antag -1, CCT chaperon mod -6.6, EPAC2 antag 10%, D3 ag 9 and MmCpn inh -7%.
For Cc1noc(C)c1C(=O)N1CCC1(C)C(=O)NS(=O)(=O)c1ccc(C#N)cc1 (stereo not drawn) the results were PTHR1 ag -7%, EPAC2 ag 1%, Akt phos inh inactive, D3 antag 13, CCT chaperon mod -0.8, EPAC2 antag 9% and D3 ag 3.
`CCN1C(=O)[C@H]2[C@@H](c3ccc(-c4cccc(Cl)c4)cc3)N[C@@](C)(C(=O)OC)[C@H]2C1=O` gave PTHR1 ag inactive, EPAC2 ag 8%, Akt phos inh inactive, D3 antag 12, CCT chaperon mod -2.3, EPAC2 antag -15%, D3 ag -26 and MmCpn inh -18%.
`CCN(CC)C(=O)C1=C(C)N(Cc2ccc(OC)cc2)C(=O)C(CC(=O)NCc2ccco2)C1` (stereo not drawn) gave PTHR1 ag -45%[inhibitor], EPAC2 ag 5%, Akt phos inh inactive, D3 antag 10, CCT chaperon mod 2.2, EPAC2 antag -6% and D3 ag 4.
CCCC1CCC(c2ccc(OCC)cc2)=CC1=O (stereo not drawn) was read as PTHR1 ag -36%[inhibitor], EPAC2 ag -11%, Akt phos inh inactive, D3 antag 10, CCT chaperon mod -0.3, EPAC2 antag -13%, D3 ag -8 and MmCpn inh -1%.
Screening COc1ccc(-c2ccoc2)cc1[C@H]1[C@H]2C=CC[C@@H](C)[C@@H]2C(=O)N1Cc1ccccc1 returned PTHR1 ag -32%[inhibitor], EPAC2 ag 6%, Akt phos inh inactive, D3 antag -56*, CCT chaperon mod 0.9, EPAC2 antag -34%, D3 ag -45 and MmCpn inh 1%.
For O=C(c1ccccc1)c1ccc2nc(N3CCN(C(=O)c4ccco4)CC3)c3nncn3c2c1 the results were PTHR1 ag -18%, EPAC2 ag 3%, Akt phos inh inactive, D3 antag -13, CCT chaperon mod -1.7, EPAC2 antag 1%, D3 ag 1 and MmCpn inh 1%.
CCCCCCOC(=O)CC1CC(C(C)=O)C1(C)C (stereo not drawn) was read as PTHR1 ag -27%, EPAC2 ag -1%, Akt phos inh inactive, D3 antag -4, CCT chaperon mod -5.5, EPAC2 antag -4% and D3 ag 1.
Screening Cc1ccc(C)c(N2CCN(C(=O)c3ccc(CSc4nc5ccncc5[nH]4)cc3)CC2)c1 returned PTHR1 ag -36%[inhibitor], EPAC2 ag 12%, Akt phos inh inactive, D3 antag 16, CCT chaperon mod -1.4, EPAC2 antag -29%, D3 ag 7 and MmCpn inh 1%.
CCOc1ccccc1C1CC(=O)Nc2cc3c(cc21)OCCO3 (stereo not drawn) was read as PTHR1 ag -22%[57.5 µM], EPAC2 ag 15%, Akt phos inh inactive, D3 antag 30, CCT chaperon mod -2.6, EPAC2 antag -7%, D3 ag 1 and MmCpn inh 1%.
COc1ncnc2c1ncn2CCCNCC(C)c1ccccc1 (stereo not drawn) was read as PTHR1 ag -24%, EPAC2 ag -2%, Akt phos inh inactive, D3 antag 2, CCT chaperon mod 0.4, EPAC2 antag 2% and D3 ag -2.
Screening Cc1ccc(-n2c([S-])c(C(=O)Nc3ccc(OC(F)F)cc3)[n+]3ccc(C(=O)NCCO)cc23)cc1C returned PTHR1 ag -18%, EPAC2 ag -14%, Akt phos inh inactive, D3 antag -8, CCT chaperon mod -0.9, EPAC2 antag 12%, D3 ag -17 and MmCpn inh -19%.

Entries shown so far with two or more sulfur atoms, in the order listed:
Screening CN(C)c1ccc(NC(=O)CSc2nnc(-c3cccs3)n2Cc2ccco2)cc1 returned PTHR1 ag inactive, EPAC2 ag 5%, D3 antag -14, CCT chaperon mod 0.4, EPAC2 antag -2%, D3 ag 6 and MmCpn inh -5%.
`CN1/C(=C\C(=O)CSc2nnc(NCc3ccccc3)s2)C(C)(C)c2ccccc21` gave PTHR1 ag -37%, EPAC2 ag 5%, Akt phos inh inactive, D3 antag 6, CCT chaperon mod -1.7, EPAC2 antag -1%, D3 ag 5 and MmCpn inh inconclusive.

Gathered by group, those above containing a thiophene ring, fused or not (two)
For Cc1ccc(/C=C/C(=O)NCc2cccs2)c(C)c1 the results were PTHR1 ag -32%[inhibitor], EPAC2 ag -1%, Akt phos inh inactive, D3 antag 0, CCT chaperon mod 1.2, EPAC2 antag 8%, D3 ag -7 and MmCpn inh 2%.
Screening CN(C)c1ccc(NC(=O)CSc2nnc(-c3cccs3)n2Cc2ccco2)cc1 returned PTHR1 ag inactive, EPAC2 ag 5%, D3 antag -14, CCT chaperon mod 0.4, EPAC2 antag -2%, D3 ag 6 and MmCpn inh -5%.

Bioassay records: PubChem, National Center for Advancing Translational Sciences (NCATS)
